# Source: PubChem BioAssay
# ARNT-TACC3 inh = disruptors of ARNT/TACC3 protein interaction, primary screen, biochemical, AlphaScreen, single concentration | AlphaScreen His-ARNT PAS-B/GST-TACC3 binding, luminescence; TACC3 fragment carries E629A point mutation | inhibition, % at 9.99 µM | actives 0.66% (n = 390,000);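 active = mean inhibition of replicates at least 50% and at least half of replicates each reaching 50%; inconclusive = half or more replicates reach 50% but mean below 50%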;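 also: 0% = complete ARNT plus TACC3 wells and 100% = ARNT alone without TACC3; many hits fall short of the cut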
# CFTR F508del cor = F508del CFTR correction, initial screen, CFBE line, single point; actives 0.36% (n = 350,000); activity (quench increase), % at 7.58 µM; CFBE cells, YFP halide quenching; stimulated with forskolin plus potentiator P3; % fluorescence drop versus neutral controls;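 active = mean added fluorescence quench of at least 8% versus neutral control, with both replicates also reaching 8%; inconclusive = only one of the mean or replicate conditions met; inactive = mean below 8% and not both replicates reaching 8%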;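 also: cells transiently co-express mutant CFTR-F508del with the halide-sensitive YFP; corrector assay measuring rescue of mutant channel to the surface after 24 h compound exposure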
# DENV2 CPE rescue = inhibitors of DENV2 cytopathic effect, primary screen, cell-based, plate reader, single concentration; DENV2-infected cells, cytopathic effect rescue; CPE inhibition, % at 9.99 µM; actives 1.7% (n = 350,000); AID 651640, 2012; in the data active = CPE inhibition above about 20%, passing the limit was not always enough; inconclusive = no clear call, values can overlap the other calls; tested in BHK-21 cells;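 also: 0% = median of neutral control wells and 100% = median of positive control wells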
# GSIS activator = GLuc luminescence reporter in INS-1E cells, primary screen for activators of glucose-dependent secretion of insulin; INS-1E GLuc reporter insulin secretion, 2-3 h; activation, % at 16.6 µM; actives 0.61% (n = 370,000); AID 743287, 2014;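 active = lowest replicate activation of at least 40%, so every replicate reaches that level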;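 also: 0% = median of neutral control wells and 100% = median of IBMX positive control wells; some compounds called inactive have numbers as strong as hits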
# ERp5 block = inhibitors of ERp5-driven insulin aggregation, primary screen, biochemical, turbidity, absorbance 650 nm, single point; Protein disulfide-isomerase A6 (Homo sapiens), Q15084; 90 min; inhibition, % at 9.99 µM; actives 0.05% (n = 350,000); AID 651711, 2012;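 active = mean replicate inhibition above about 25%, with every replicate also reaching it, limit read from the data, passing the limit was not always enough; inconclusive = only one of those two criteria met; inactive = neither criterion met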
# Target sequence (Q15084 whole entry, looked up): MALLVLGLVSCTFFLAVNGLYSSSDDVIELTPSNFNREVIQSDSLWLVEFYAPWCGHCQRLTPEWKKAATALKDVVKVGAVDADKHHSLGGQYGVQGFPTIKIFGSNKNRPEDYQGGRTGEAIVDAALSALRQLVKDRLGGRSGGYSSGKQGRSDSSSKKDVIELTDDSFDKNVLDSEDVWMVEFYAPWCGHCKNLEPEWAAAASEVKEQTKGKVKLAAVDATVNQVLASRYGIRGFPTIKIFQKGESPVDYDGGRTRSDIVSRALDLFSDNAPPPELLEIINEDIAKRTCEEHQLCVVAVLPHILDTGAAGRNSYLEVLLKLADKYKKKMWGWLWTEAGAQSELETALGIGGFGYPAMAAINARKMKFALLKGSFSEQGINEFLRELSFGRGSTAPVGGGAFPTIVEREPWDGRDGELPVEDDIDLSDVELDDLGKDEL
# XiGFP reactiv = activators of inactive X chromosome reactivation, primary screen, imaging, XiGFP fibroblasts, GFP high-content imaging, set 2. actives 0.055% (n = 360,000). activation, % at 7.58 µM. XiGFP mouse fibroblasts, % GFP-positive cells imaging, 3 d; cells co-treated with 5-aza-dC sensitizer; scaled so ellipticine positive control = 100%. AID 743238, 2013;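 active = mean normalized replicate activation at least 10% and every replicate at or above 10%; inconclusive = only one of the two criteria met; inactive = mean below 10% and not all replicates reach 10%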;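 also: 0% = median of on-plate neutral control wells and 100% = ellipticine 6 µM median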
#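 System: 68-5-11 XiGFP fibroblast line | Buffer or medium: DMEM containing 5-aza-dC | Compound: Single point | Times: Compounds 3 days, fix/stain 15 min at room temperature | Benchmarks: Positive control ellipticine, 6 µM final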
# EWS-Fli inh = EWS/Fli-driven NR0B1 reporter inhibitors, primary screen, A673 cells, NR0B1 luciferase, luminescence, MLPCN library | viability-normalised | inhibition, % at 12.6 µM | actives 0.67% (n = 350,000);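 active = mean inhibition of at least 50% after viability correction, with every replicate also passing that limit; inconclusive = mean reaches 50% but only one of two replicates passes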;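 also: firefly luciferase signal divided by Alamar Blue viability fluorescence both relative to DMSO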
# PAX8 reporter = inhibitors of PAX8-driven TPO luciferase reporter, primary screen, RMG-I cells, single concentration; SteadyGlo, 24 h; actives 1.2% (n = 360,000); AID 652154, 2013; inhibition, % at 12.6 µM;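 active = mean replicate inhibition at least 60% with every replicate also reaching 60%; inconclusive = only one of the two criteria is met; inactive = mean below 60% and not all replicates reaching 60%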;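 also: luciferase light reporting Pax8 driven TPO promoter activity; plate controls were median of neutral control wells for no effect and mitoxantrone controls for full effect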
# * marks the source's active call; other numbers are inactive results; ? = inconclusive; / = no result given; & = joins results of further samples; ! = not confirmed by another sample.
canonical_smiles	ARNT-TACC3 inh	CFTR F508del cor	DENV2 CPE rescue	GSIS activator	ERp5 block	XiGFP reactiv	EWS-Fli inh	PAX8 reporter
COc1ccc(NC(=O)CN2C(=O)CSC(C)C2=O)cc1 (configuration not stated)	-3	1.4	-1	-26	4	0.5	-1	-8
COc1cccc(NC(=O)N2CC(=O)N3[C@@H](CO)[C@H](c4ccc(C#CCC5CCCC5)cc4)[C@@H]3C2)c1	/	2.2	-7	-3	-8	0.1	22	7
CC(C)NC(=O)Nc1ccc2c(c1)CC(=O)N([C@H](C)CO)C[C@H](C)[C@@H](CN(C)C(=O)Nc1ccc(F)cc1)O2	0	2.2	-2	3	-2	-0.1	3	-13
CC(C)NC1CS(=O)(=O)CC1O (configuration not stated)	3	-1.8	10	-1	0	/	1	/
CCOc1ccc(CN2C(=O)c3ccccc3C2C(=O)NC(C)CC)cc1OC (configuration not stated)	-4	-5.3	-1	-3	-3	0.0	11	-5
C[C@H](CO)N1C[C@H](C)[C@H](CN(C)Cc2ccc(Cl)c(Cl)c2)OCCCC[C@H](C)Oc2ccc(NC(=O)NC3CCCCC3)cc2C1=O	12	0.9	-1	-9	-2	-1.1	9	93*
C[C@@H]1CN([C@@H](C)CO)S(=O)(=O)c2ccc(C#CC(C)(C)O)cc2O[C@H]1CN(C)Cc1ccncc1	-4	1.4	18	7	-1	0.0	8	/
Cn1cc(CC(=O)NC2CCCCC2)c2ccccc21	1	/	0	/	-1	0.0	4	1
CC(C)(Oc1ccc(Cl)cc1)C(=O)O	-2	-0.1	-9	/	1	0.0	2	-18
Cc1ccc2nc(-c3ccc(F)cc3)c(CC3CCCCC3)n2c1	/	-0.7	-17	-3	-6	0.0	-33	-59
Cc1ccc2oc(=O)c(-c3ccc(O)cc3)c(C)c2c1	/	3.6	5	27	2	-0.1	-33	-22
Cc1ccc(C)c(NC(=O)C[n+]2ccccc2)c1	17	-2.3	5	5	6	0.0	7	-21
CCOC(=O)CCc1nc2ccccc2[nH]1	-1	-3.8	0	10	0	/	-8	/
CNC(=O)COc1coc(CN2CCN(C(=O)c3ccco3)CC2)cc1=O	-3	0.7	?	17	3	0.0	4	/
CCCCn1nnnc1C(c1cc2ccccc2o1)N(C)Cc1ccccc1 (configuration not stated)	/	0.4	-5	6	9	0.2	7	25
Cc1ccccc1C(=O)NNC(=O)CSc1nnc(C)n1-c1ccccc1	/	0.8	3	-3	-5	-0.1	-2	6
C=CCc1cc(OC)ccc1OCCN(C)Cc1ccccc1	-5	-1.8	8	-3	-1	8.2	0	36
Cc1cccc(NC(=O)c2cccc(NC(=O)c3ccco3)c2)c1C	4	-1.0	-7	6	1	-0.1	-6	-1
CC(C)NC(=O)N[C@H]1CC[C@@H](CC(=O)NCc2ccc(Oc3ccccc3)cc2)O[C@@H]1CO	4	-0.1	-7	6	-4	0.3	-4	-21
COc1cc(-c2cc(-c3ccccc3)nc(SCC(=O)O)c2C#N)cc(OC)c1OC	-13	-1.8	6	8	1	0.0	8	8
Cc1cccc(S(=O)(=O)N2CC[C@@H]3[C@@H](CO)N(C)c4ccc(-c5ccc(C#N)cc5)cc4[C@@H]32)c1	-12	4.2	45*	-31	10	0.2	24	?
CCCNC(=O)c1ccc(N2CC3CC(C2)c2cccc(=O)n2C3)c(NC(=O)Nc2ccc(CC)cc2)c1 (configuration not stated)	-2	-0.3	1	-19	2	-0.1	/	4
C[C@@H]1CN([C@@H](C)CO)S(=O)(=O)c2ccc(Br)cc2O[C@@H]1CN(C)S(=O)(=O)c1cn(C)cn1	-1	2.2&0.3	24*!	-10&16	-6&-3	0.0&0.5	-3&-3	9
Cc1ccc(C)c2sc(N)nc12	3	-0.6	-2	-1	0	-0.1	13	2
COc1ccccc1C(=O)NCCCNC(=O)c1ccccn1	/	-2.5	-6	4	-3	0.0	-1	17
CCCCCC(=O)N1C[C@@H](O)[C@H](n2cc(-c3ccc(F)cc3)nn2)C[C@@H]1c1ccc(OC)cc1	/	-2.0	-8	-16	-3	-0.2	-1	8
COCC#Cc1ccc([C@@H]2[C@@H](CO)N3C(=O)CN(C(=O)C4CC4)C[C@@H]23)cc1	/	-0.7	-1	26	-2	5.7	-5	0
Cc1cc(=O)n2c(nc3ccccc32)s1	/	-0.5	-2	2	9	0.2	-32	-29
C[C@@H]1CCCCO[C@H](CN(C)CC2CCCCC2)[C@H](C)CN([C@@H](C)CO)C(=O)c2cc(NS(=O)(=O)c3ccc(Cl)cc3)ccc2O1	-2	2.0	-18	-23	/	1.4	65*	104*
CC1CCC(NC(=O)c2cc(C3CC3)nn2-c2ccccc2)CC1 (configuration not stated)	-7	-5.2	-5	-30	-11	-0.1	-4	-15
COc1ccc(/C=C(\C#N)C(=O)OCC(=O)NC(C)c2ccccc2)cc1 (configuration not stated)	/	2.7	3	-27	-11	0.3	-2	1
CC(=O)c1ccc(NC(=S)NCCc2cccc(Cl)c2)cc1	3	2.4	2	-43	-11	0.5	-107	-136
COc1ccc(NC(=O)c2ccc(NC(=O)CN3CCN(c4ccc(O)cc4)CC3)cc2)cc1	-5	-2.6	-4	-3	-11	-0.1	-36	-8
O=[N+]([O-])c1ccc(/C=N/NC(=S)Nc2ccc(Cl)cc2Cl)s1	15	-1.6	6	-19	0	13*	10	92*
Cc1ncc(CN2CCCC(CCC(=O)NCc3ccccc3F)C2)s1 (configuration not stated)	-2	-3.4	8	-3	-2	0.0	-4	20
CC(C)c1ccc(NC(=O)C2CCC(CNC(=O)[C@@H]3Cc4ccccc4CN3)CC2)cc1 (some centres not stated)	-4	-0.9	3	-1	5	0.0	/	-6
COc1cc(-c2nc(C(=O)NCC3CCCO3)cc3c2[nH]c2ccccc23)cc(OC)c1OC (configuration not stated)	-29	3.0	-4	-5	5	/	14	/
CCN(CC)c1ccc(NC(=O)Cn2c(C(C)NC(=O)c3ccccc3)nc3ccccc32)cc1 (configuration not stated)	-5	/	0	-7	-1	-0.1	-15	-3
O=C1CN(C(=O)c2cccc(F)c2)C(c2ccc(F)cc2)c2cc(F)ccc2N1 (configuration not stated)	-2	2.3	-2	-5	1	0.2	-2	-11
O=C(COC(=O)c1ccccc1)NCC1COc2ccccc2O1 (configuration not stated)	/	-0.3	-1	1	7	0.5	-3	-3
COc1ccc(C(c2sc3nc(C)nn3c2O)N2CCC(C(N)=O)CC2)cc1OC (configuration not stated)	-3	-0.5	-3	9	-3	0.1	-1	-3
O=C(NCCc1ccccn1)c1cc(-c2ccc(Cl)c(Cl)c2Cl)nc2ccccc12	-4	/	/	-47	/	0.0	/	-8
CCN1CCN(c2ccc(S(=O)(=O)N3CCOCC3)cc2N)CC1	1	1.0	12	30	1	0.0	-2	4
Cc1noc(C)c1NC(=O)Nc1cccc2c1O[C@@H](CN(C)S(=O)(=O)c1cn(C)cn1)[C@@H](C)CN([C@@H](C)CO)C2=O	-2	2.5	27*	12	0	1.7	-3	/
COc1ccc(-c2ccc([C@@H]3[C@@H](CO)N4C(=O)CN(C(=O)C5CCC5)C[C@@H]34)cc2)cc1	/	4.6	-1	-7	-1	0.0	9	-5
COc1cc(NC(=O)c2cc3c(C)nc4ccccc4c3o2)cc(OC)c1OC	42	0.1	-7	-19	2	0.1	13	-10
CCOc1ccc(CCNC(=O)CCNC(=O)c2ccco2)cc1OCC	5	0.3	4	92*	1	0.0	/	-3
O=C(Cn1cnc2c(nnn2-c2ccc(F)cc2)c1=O)NCc1ccco1	-5	-1.6	/	56	7	/	4	/
C[C@@H]1CN([C@H](C)CO)C(=O)c2cc(N(C)C)ccc2O[C@@H](C)CCCCO[C@@H]1CN(C)C(=O)C1CCCCC1	43	3.6	-6	-6	20	-1.0	-1	5
COC(=O)[C@]12C[C@H](CC(=O)NCc3cccc(C(F)(F)F)c3)C(=O)N(CCC3=CCCCC3)C1=C[C@H](COCc1ccccc1)O[C@@H]2C	/	4.5	0	/	3	0.0	4	14
COc1cccc(C#Cc2cnc3c(c2)C(=O)N([C@@H](C)CO)C[C@H](C)[C@H](CN(C)C(=O)C2CCOCC2)O3)c1	7	-0.4	-5	5	0	-1.3	-4	-22
COc1ccc2c3c([nH]c2c1)[C@H](CO)N(C(=O)C1CCCC1)CC31CCN(C(=O)c2ccncc2)CC1	/	-0.1	-1	-15	-3	0.2	-16	-3
CC(C)NC(=O)N[C@@H]1CC[C@@H](CCN)O[C@H]1CO	-3	0.3	?	1	-1	-0.2	1	-26
CCC(=O)N(C)C[C@H]1Oc2cc(-c3ccc(F)cc3)ccc2S(=O)(=O)N([C@@H](C)CO)C[C@@H]1C	3	4.7	1	-11	-1	-1.3	2	/
O=C(C(=O)N1CCCC1CO)N1CCCC1CO (configuration not stated)	-1	3.0	-1	6	-2	0.0	8	1
CC(OC(=O)CCC(=O)c1ccc(Cl)s1)C(=O)NC1(C#N)CCCCC1 (configuration not stated)	1	-5.7	7	-14	2	0.3	-20	-3
CN(C)CCOc1ccc(-c2c(-c3ccsc3)sc3ccccc23)cc1	14	-0.9	-6	66*	-4	0.0	4	-10
Cc1cccc(N=Cc2[nH]c3ccc(Br)c(Cl)c3c2O)c1	0	/	/	7	/	0.0	/	11
C[C@@H]1CCCCO[C@@H](CN(C)S(=O)(=O)c2ccccc2)[C@@H](C)CN([C@@H](C)CO)C(=O)c2cc(NC(=O)Nc3ccc4c(c3)OCO4)ccc2O1	13	2.0	12	13	4	0.0	-6	-16
COc1cc(CNc2cc(C)ccc2C)cc(OC)c1OC	-3	0.6	8	-26	-4	/	4	/

# A second format for part of the listing above:
> CC(OC(=O)CCC(=O)c1ccc(Cl)s1)C(=O)NC1(C#N)CCCCC1 (configuration not stated)
  ARNT-TACC3 inh = 1
  CFTR F508del cor = -5.7
  DENV2 CPE rescue = 7
  GSIS activator = -14
  ERp5 block = 2
  XiGFP reactiv = 0.3
  EWS-Fli inh = -20
  PAX8 reporter = -3
> CN(C)CCOc1ccc(-c2c(-c3ccsc3)sc3ccccc23)cc1
  ARNT-TACC3 inh = 14
  CFTR F508del cor = -0.9
  DENV2 CPE rescue = -6
  GSIS activator = 66*
  ERp5 block = -4
  XiGFP reactiv = 0.0
  EWS-Fli inh = 4
  PAX8 reporter = -10

# The list continues:
canonical_smiles	ARNT-TACC3 inh	CFTR F508del cor	DENV2 CPE rescue	GSIS activator	ERp5 block	XiGFP reactiv	EWS-Fli inh	PAX8 reporter
O=C(NCCN1CCc2ccccc2C1)Nc1ccc(F)cc1	1	-0.6	7	3	3	0.1	-2	11
O=C(O)c1ccccc1C1Nc2ccccc2C(=O)N1CCCN1CCOCC1 (configuration not stated)	/	0.1	-1	6	4	?	-9	19
CCN(CC(=O)NC(C)(C)C)C(=O)c1cccc(S(=O)(=O)N2CC3(C)CC2CC(C)(C)C3)c1 (configuration not stated)	/	0.1	7	/	0	0.0	-2	-8
Cc1ccc(NC(=O)CCNS(=O)(=O)c2ccc3c(c2)c(=O)n(C)c(=O)n3C)cc1C	-2	-0.5	0	2	-2	4.2	-3	-1
Nc1nc(-c2ccccc2Cl)cs1	/	5.2	16	0	-6	-0.1	-42	-58
